# PLC-gamma1 inh: inhibitors of human phospholipase C gamma1. purified PLC-gamma1, fluorogenic substrate, fluorescence. inhibition, % at 12.2 µM. P19174. 0.84% of 370,000 active; in the data active means inhibition above about 9.5%
# ADAM17 inh: ADAM17 inhibition, QFRET primary screen; 0.83% of 370,000 active; inhibition, % at 6.95 µM; recombinant ADAM17, EDANS/DABCYL FRET peptide cleavage;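 active means inhibition above the mean of compounds lying between control limits plus 3 SD, set per campaign, cut at about 8.5% in these data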;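 further: 0% = DMSO-only wells as the low control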
# PLC-beta3 inh: blocks human PLC-beta3 enzyme activity; 0.18% of 370,000 active; Q01970; inhibition, % at 12.2 µM; Purified PLC-beta3, fluorogenic substrate, fluorescence; AID 720704; in the data active means inhibition above about 11%;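 further: 0% = median of compound wells on plate and 100% = full blocker control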
# ASAP1 GAP inh: ASAP1 ArfGAP inhibition | AID 624377 | ASAP1-stimulated ARF1 GTP hydrolysis, GDP FP detection | 0.19% of 360,000 active | Q9ULH1 | inhibition, % at 16.5 µM; in the data active means inhibition above about 25%;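 further: 0% = vehicle with enzyme and substrate and 100% = no enzyme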
# Target sequence (Q9ULH1 325-724 limits assumed): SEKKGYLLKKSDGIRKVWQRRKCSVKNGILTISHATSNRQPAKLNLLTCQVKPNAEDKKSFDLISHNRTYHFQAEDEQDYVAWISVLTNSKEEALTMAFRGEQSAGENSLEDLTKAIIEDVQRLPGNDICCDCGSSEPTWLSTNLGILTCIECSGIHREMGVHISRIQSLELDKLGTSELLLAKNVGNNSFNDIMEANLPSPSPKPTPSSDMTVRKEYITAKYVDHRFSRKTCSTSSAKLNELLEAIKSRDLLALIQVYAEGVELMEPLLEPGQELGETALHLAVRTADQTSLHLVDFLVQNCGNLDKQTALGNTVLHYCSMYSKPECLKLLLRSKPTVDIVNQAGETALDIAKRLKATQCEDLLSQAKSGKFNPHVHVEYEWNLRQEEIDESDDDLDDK
# MBD2 DNA inh: MBD2-methylated oligo binding inhibition; Q9UBB5; TR-FRET, MBD2 binding to methylated oligonucleotide; inhibition, % at 4.4 µM; 0.31% of 370,000 active; AID 686964; in the data active means inhibition above about 13%
# UHRF1 MBD2 ctr: UHRF1 methyl-DNA binding inhibition; Q96T88; UHRF1 binding to methylated oligo, TR-FRET; inhibition, % at 4.4 µM; 0.75% of 370,000 active; in the data active means inhibition above about 21%;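 further: UHRF1 SRA domain binding a hemimethylated CpG hairpin DNA probe; 0% = median of test compound wells and 100% = reference inhibitor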
# ARFGAP1 inhibitor: rat ARFGAP1 inhibition | Q62848 | Arfgap1-stimulated ARF1 GTP hydrolysis, GDP FP detection | AID 651572 | 0.26% of 360,000 active | inhibition, % at 16.5 µM;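 active means inhibition above a per-plate limit, mean inhibition of low control wells plus 3 SD, cut at about 25% in these data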;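 further: 0% = DMSO wells with enzyme and 100% = wells lacking Arfgap1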
# Target sequence (Q62848 1-136 limits assumed): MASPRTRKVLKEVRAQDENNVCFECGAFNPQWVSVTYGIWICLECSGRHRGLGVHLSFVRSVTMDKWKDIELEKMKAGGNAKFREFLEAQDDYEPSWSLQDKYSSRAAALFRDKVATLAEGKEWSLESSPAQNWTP
#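 System: truncated rat Arfgap1 GAP domain / Medium: HEPES-based buffer, pH 7.5 / Also added: N-terminally truncated human ARF1-GTP substrate / Incubation: enzyme reaction 120 min at 25 °C after 20 min preincubation / Measured by: FP of antibody-bound GDP Alexa 633 tracer, ex 620/em 688 nm / Replicates: singlicate, each compound tested once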
# proKLK7 act: activators of human kallikrein-7 zymogen | P49862 | purified proKLK7, EDANS-DABCYL substrate fluorescence; 100% is mature enzyme control, 0% vehicle | activation, % at 7 µM | 0.9% of 370,000 active | AID 652039;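 active means activation above the mean of all tested compounds plus 3 SD, computed per campaign excluding outliers beyond control limits, cut at about 13% in these data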
# Tn7 DDE FP: disrupts Tn7 cyclic peptide binding to fibrin D-Dimer-E complex; FP displacement of FITC-Tn7 peptide from fibrin DD(E); 0% = median of compound wells per plate; AID 720508; P02675; inhibition, % at 8.3 µM; 0.13% of 370,000 active;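 active means inhibition above the mean of compounds falling within the control limits plus 3 SD of them, cut at about 14% in these data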;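 further: 0% = plate median of compound wells and 100% = 10 µM Aha-Tn7 peptide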
# Target sequence (P02675 whole entry, looked up): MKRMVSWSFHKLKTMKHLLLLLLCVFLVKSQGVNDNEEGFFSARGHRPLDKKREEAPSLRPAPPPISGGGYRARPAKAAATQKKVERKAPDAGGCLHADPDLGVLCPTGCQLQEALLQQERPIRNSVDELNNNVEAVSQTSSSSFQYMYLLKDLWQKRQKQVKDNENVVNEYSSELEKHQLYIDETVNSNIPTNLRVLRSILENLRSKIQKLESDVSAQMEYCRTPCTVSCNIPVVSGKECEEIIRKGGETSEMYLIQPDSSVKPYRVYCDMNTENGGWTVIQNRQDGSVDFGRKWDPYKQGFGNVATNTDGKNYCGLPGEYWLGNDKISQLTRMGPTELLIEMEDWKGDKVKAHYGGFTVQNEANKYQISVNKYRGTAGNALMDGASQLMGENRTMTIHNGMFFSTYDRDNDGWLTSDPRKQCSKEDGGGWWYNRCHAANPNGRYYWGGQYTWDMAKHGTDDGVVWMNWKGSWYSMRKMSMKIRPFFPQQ
#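 Test system: human clot-derived fibrin DD(E) complex / Quantity: 2 µM final DD(E) protein / Incubation: 10 min plus 3 h, room temperature / Measured by: fluorescence polarization / Benchmarks: high control of 10 µM Aha-Tn7 peptide / Replicates: singlicate testing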
# Tn6 DDE FP: disrupts Tn6 cyclic peptide binding to fibrin D-Dimer-E complex. P02675. Fibrin DD(E) TRITC-Tn6 fluorescence polarization displacement. inhibition, % at 8.3 µM. 0.21% of 370,000 active. AID 720509;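 active means inhibition above a per-campaign cutoff: mean of compounds within control limits plus 3 SD, cut at about 15% in these data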;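 further: 0% = median of all compound wells on the plate and 100% = blocking peptide control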
# The depositor's hits bear a star.
cpd	SMILES	ASAP1 GAP inh	Tn7 DDE FP	UHRF1 MBD2 ctr	ARFGAP1 inhibitor	MBD2 DNA inh	proKLK7 act	ADAM17 inh	Tn6 DDE FP	PLC-gamma1 inh	PLC-beta3 inh
1	CCCCNC(=O)C1(C)CCC(=O)N1c1cc(C(C)(C)C)nn1C (configuration not stated)	4	6	1	3	1	0.0	-4	1	0	1
2	CN1C(=O)c2ccccc2Sc2ccc(NC(=O)N3CCCC3)cc21	10	-8	-3	7	0	0.1	-1	2	-1	2
3	CC(OC(=O)COc1ccccc1Cc1ccccc1)C(=O)N(C)c1ccccc1 (configuration not stated)	6	-3	-2	6	1	0.0	4	2	-2	-3
4	CN(C(=O)c1ccccc1)c1nccnc1C#N	-11	3	-1	5	1	-0.1	0	2	-4	-3
5	C[C@@H]1CCCCCCCCC(=O)OCCN1C(=O)OC(C)(C)C	-20	-1	3	13	-1	0.6	-1	-3	1	1
6	COc1ccc(C(CCNCc2ccccc2F)c2ccc(F)cc2)cc1 (configuration not stated)	3	3	3	5	-2	0.7	3	8	4	5
7	CCc1ccc(CN(C)C(=O)c2cc(COc3cncc(Cl)c3)on2)cc1	-8	-1	-2	-12	-4	-0.3	2	-8	-2	-3
8	COCCn1c(SCC(=O)Nc2ccc(F)cc2F)nc2c([nH]c3ccccc32)c1=O	15	5	5	14	1	-0.5	-3	-5	2	-3
9	Cc1n[nH]c(C)c1CN(C)C(=O)C1CCC(=O)N(CC2CCCCC2)C1 (configuration not stated)	-1	5	0	-5	1	0.1	-1	5	0	-4
10	COCCNCc1ccc(C(C)C)cc1	0	5	3	6	-1	-0.4	-3	1	-1	0
11	CCC1CCCCN1S(=O)(=O)c1ccc(C(=O)Nc2nnc(C3=COCCO3)o2)cc1 (configuration not stated)	-13	4	-5	-11	1	0.2	4	14	2	-10
12	O=C(Nc1ncc2c(n1)CC(c1ccco1)CC2=O)c1ccccc1 (configuration not stated)	-2	-7	-1	3	-7	-0.1	1	2	4	3
13	CCN(C(=O)c1ccc2c(OC)n(CC)nc2c1)c1ccc(OC)cc1	-8	-2	-2	-1	-1	5.7	-164	-6	-246	-403
14	COc1ccc2[nH]c(=O)c3c(c2c1)OC(C)(C)C=C3	-2	-2	0	10	-7	6.0	-56	-7	-52	-73
15	CC(C(=O)Nc1c2c(cc3c1CCC3)CCC2)N1CCCC1 (configuration not stated)	-18	0	11	2	3	0.3	-1	0	1	4
16	CCCC(C)C(=O)Nc1nnc(C)s1 (configuration not stated)	-6	-10	3	9	2	-0.6	-5	-5	1	2
17	CC(C)c1ccc(NC(=O)C2CCN(c3ncnc4c3nc3n4CCCCC3)CC2)cc1	-9	-2	0	11	-3	-0.3	0	3	3	-3
18	CC(C)CCN(C(=O)c1ccc(Br)cc1)c1c(N)n(Cc2ccccc2)c(=O)[nH]c1=O	1	-7	3	0	3	0.5	-6	-5	1	-1
19	Cc1ccn2c(=O)nc(SCC(=O)N3N=C(c4cccs4)CC3c3ccc(F)cc3)nc2c1 (configuration not stated)	-6	-2	-1	12	-2	-0.2	-7	-5	-9	-18
20	Cc1ccc2cc(C=O)c(Cl)nc2c1	-6	2	-5	-8	-4	-0.8	-5	6	-8	-15
21	CCN(CC)c1ccc(NC(=O)COC(=O)Cc2ccsc2)cc1	1	2	2	9	5	-0.1	0	-11	-4	-11
22	Cc1ccc(S(=O)(=O)N(C)CC(=O)OCC(=O)NC(=O)NC(C)C)cc1	2	-11	-2	0	-3	-0.4	-1	-7	3	-4
23	O=C(Nc1ccc2c(c1)Cc1ccccc1-2)c1cccnc1	4	-6	0	-2	4	-0.3	2	-4	-1	-8
24	COc1ccc(N(C(=O)CSCC(=O)Nc2cc(C)on2)C(C(=O)NC2CCCCC2)c2ccc(O)c(O)c2)cc1 (configuration not stated)	3	-5	3	0	-1	0.6	0	3	0	-1
25	Nc1ccn([C@@H]2O[C@H](C(=O)N3CCN(C(=O)C(F)(F)F)CC3)[C@@H](O)[C@H]2O)c(=O)n1	-2	-5	-1	17	0	-0.3	-3	2	-3	0

# The list continues.
cpd	SMILES	ASAP1 GAP inh	Tn7 DDE FP	UHRF1 MBD2 ctr	ARFGAP1 inhibitor	MBD2 DNA inh	proKLK7 act	ADAM17 inh	Tn6 DDE FP	PLC-gamma1 inh	PLC-beta3 inh
26	O=C(N/N=C/c1cc(Br)cc(Br)c1O)c1cccc(S(=O)(=O)N2CCOCC2)c1	4	2	-2	6	-3	-0.4	-2	-2	2	-4
27	CCC(NC(=O)NCCCn1ccnc1)(C(F)(F)F)C(F)(F)F	17	-10	1	-1	3	-1.0	4	3	4	5
28	O=C(CN1CCS(=O)(=O)CC1)N/N=C/c1cccc(C(F)(F)F)c1	4	0	-1	9	-2	-0.1	-2	-4	1	-9
29	CCC(=O)NCCc1nc2cc(NC(=O)COc3ccccc3)ccc2n1C	-2	-2	-2	3	-2	0.1	-5	-6	2	-5
30	CC1=CC(C)(C)N(C(=O)CSc2nnc(C)s2)c2ccc(C)cc21	8	-1	-1	9	-6	0.1	2	-3	3	4
31	O=C(NCCCc1ccccc1)c1c(O)nc2sccn2c1=O	-2	4	-1	-12	0	0.3	-2	-4	-2	0
32	CCCNC(=S)N1CCC(C(=O)c2ccc(Cl)cc2)CC1	-5	-2	3	-12	7	-0.6	-5	-1	1	-3
33	C=CCOc1ccc2c(c1)C(=NO)c1cc(OCC=C)ccc1-2	14	0	2	18	-2	-0.9	6	-4	-1	-2
34	Cc1c(CC(=O)O)c(=O)oc2c(C)c3occ(-c4ccc(Br)cc4)c3cc12	-5	-6	1	-12	30*	-1.5	-12	3	-16	-23
35	CCCC(=O)Nc1cc(S(=O)(=O)N(CC)CC)ccc1Cl	-11	7	0	-1	0	-0.1	2	12	-2	2
36	C[C@@H](C(=O)Nc1ccc2ccccc2c1)[C@H]1C[C@]1(C)[C@H](NS(=O)(=O)c1ccccc1)c1ccccc1	1	3	-2	4	-1	-0.1	7	-7	-2	1
37	CC(C)OC(=O)NC(C)(C)COC(=O)Nc1cccc(Cl)c1	1	-6	3	6	1	0.5	5	-5	4	3
38	CCOC(=O)NC(Nc1ncccn1)(C(F)(F)F)C(F)(F)F	-4	0	-1	11	-6	0.7	-4	-2	-2	0
39	CC(Sc1nnc(C(C)Oc2ccc(F)cc2)o1)C(=O)NCc1ccc2c(c1)OCO2 (configuration not stated)	-8	-1	2	2	3	0.2	5	2	0	2
40	O=C1CCCN1CCCNc1nc(NCc2ccccc2)nc2ccsc12	-18	-4	0	-4	-6	-0.1	-1	3	1	3
41	CCOC(=O)C1=C(C)NC(=S)N(C=O)C1c1ccccc1 (configuration not stated)	0	-3	4	14	-2	0.3	1	2	5	0
42	CC(C)Cn1cnc2c(SCc3ccccc3F)nc(N)nc21	-7	0	1	2	1	0.2	1	4	4	5
43	O=C1C2C3C=CC(O3)C2C(=O)N1N=C1CCCCC1 (configuration not stated)	6	3	1	8	10	-0.1	-7	1	3	7
44	COC(=O)/C(=C\Nc1ccccc1)NC(=O)c1ccc(Cl)cc1Cl	-8	5	3	-2	-1	0.1	-1	-4	-5	0
45	COc1ccc(OC)c(C(=O)NC(CC(N)=O)c2ccc(NCC3CC3)c([N+](=O)[O-])c2)c1 (configuration not stated)	2	-1	-2	10	10	1.0	-4	3	-1	1
46	FC(F)(F)c1cccc(NCc2n[nH]c(=S)n2C2CCCCC2)c1	-4	-2	-1	0	2	0.5	4	-1	-2	-9
47	COC(=O)[C@@]1(C)[C@H]2C(=O)N(Cc3ccccc3)C(=O)[C@H]2[C@H]2CN=C(SCc3ccc(C)cc3)N21	9	0	-2	-1	2	0.1	-1	-2	-1	2
48	Cc1ccc(OCC(=O)Nc2ccc(S(=O)(=O)Nc3cc(C)nc(C)n3)cc2)cc1	13	-6	2	13	1	0.2	-3	-3	-1	3
49	Cc1ccc2c(c1)N(CCC(=O)NCCCN1CCCC1)C(=O)C(C)O2 (configuration not stated)	-2	-1	-2	12	-5	0.4	1	-1	-3	-2
50	CC(C)(C)Nc1nc(Nc2ccc([N+](=O)[O-])cc2)nc(NC(C)(C)C)n1	17	1	0	-4	4	0.6	-2	1	-1	-2

# Part of the list above, reformatted.
No. | ASAP1 GAP inh | Tn7 DDE FP | UHRF1 MBD2 ctr | ARFGAP1 inhibitor | MBD2 DNA inh | proKLK7 act | ADAM17 inh | Tn6 DDE FP | PLC-gamma1 inh | PLC-beta3 inh | SMILES
35 | -11 | 7 | 0 | -1 | 0 | -0.1 | 2 | 12 | -2 | 2 | CCCC(=O)Nc1cc(S(=O)(=O)N(CC)CC)ccc1Cl
30 | 8 | -1 | -1 | 9 | -6 | 0.1 | 2 | -3 | 3 | 4 | CC1=CC(C)(C)N(C(=O)CSc2nnc(C)s2)c2ccc(C)cc21

# (listing goes on)
cpd	SMILES	ASAP1 GAP inh	Tn7 DDE FP	UHRF1 MBD2 ctr	ARFGAP1 inhibitor	MBD2 DNA inh	proKLK7 act	ADAM17 inh	Tn6 DDE FP	PLC-gamma1 inh	PLC-beta3 inh
51	CCC(C)(C)n1nnnc1C(c1ccc(OC)c(OC)c1)N1CCN(c2ccc(OC)cc2)CC1 (configuration not stated)	8	-1	7	12	3	0.2	0	3	-1	-2
52	CCOC(=O)C1=C(c2ccccc2)NC(SCC(=O)Nc2cccc(C)c2)=C(C#N)C1c1ccco1 (configuration not stated)	10	10	-2	8	1	5.5	-20	6	-51	-55
53	Cn1c(=O)[nH]c(=O)c2c1nc(N1CCCC1)n2CCO	-8	-6	0	-10	3	-0.3	1	-6	0	-3
54	CCO[C@@H]1OC(C(=O)O)=C[C@H](C)[C@H]1CCCO	-4	3	-1	-1	-9	-0.1	-6	-1	1	1
55	COc1ccc(C(=O)N2CCc3cc(OC)c(OC)cc3C2c2ccc(OC)c(OC)c2)cc1OC (configuration not stated)	2	-1	-2	6	-2	0.4	0	0	-55	-4
56	CCCCNC(=O)c1cc(S(=O)(=O)N2CCCCC2)oc1C	10	1	3	5	1	-0.7	-5	-1	2	-7
57	CCOC(=O)c1nn(-c2ccc(C)c(C)c2)cc1O	4	4	-1	8	-3	-2.9	-5	7	-6	-6
58	COCCCn1nnnc1SCC(=O)N1c2ccccc2CC1C (configuration not stated)	10	2	-1	9	1	0.0	-3	6	-1	4
59	CN(C)c1ccc(C=C2SC(=S)NC2=O)cc1	9	-11	-5	-18	-7	0.4	-1	3	-27	-31
60	N#CCc1ccc(Oc2ccc([N+](=O)[O-])cn2)cc1	5	-6	6	12	-1	-0.4	0	3	8	-2
61	COc1cc([N+](=O)[O-])ccc1NC(=O)CC(C)C	-9	2	1	3	3	-0.3	-4	6	-3	0
62	COC(=O)c1cc(O)cc(OC)c1C(=O)c1c(O)cc(C)cc1O	14	-1	1	7	0	0.7	1	0	-5	-1
63	N#Cc1ccccc1OCCCN1CCC(C(O)(c2ccccc2)c2ccccc2)CC1	5	-2	-2	-9	-1	0.9	2	2	8	2
64	CCn1nc(C(=O)NNC(=O)CCOc2cc(C)ccc2C)c2ccccc2c1=O	7	10	1	-4	1	0.3	1	-1	-1	-2
65	O=C1OCC(CO)(CO)N=C1NNc1ccc(Cl)c(Cl)c1	13	1	-1	-8	0	0.2	0	-6	-3	2

# Compound activity from PubChem.
